EPAC2 antag – EPAC2 (human) antagonism. 360,000 tested, 0.18% active. Potency, µM (top dose mostly 114 µM), for inactives: at the highest dose activity, negative = inhibition, actives largely listed as inhibitors. EPAC2 GEF exchange of Rap1B-BODIPY-GDP, fluorescence. Q8WZA2; also: potency is read from the fitted curve at half-maximal effect; % is scaled to controls: 0 for no effect and ±100 for the full control effect; nearly all actives have a fitted effect of over 45% in size; many of its hits are not listed in these tables
Target sequence (Q8WZA2 whole entry, looked up): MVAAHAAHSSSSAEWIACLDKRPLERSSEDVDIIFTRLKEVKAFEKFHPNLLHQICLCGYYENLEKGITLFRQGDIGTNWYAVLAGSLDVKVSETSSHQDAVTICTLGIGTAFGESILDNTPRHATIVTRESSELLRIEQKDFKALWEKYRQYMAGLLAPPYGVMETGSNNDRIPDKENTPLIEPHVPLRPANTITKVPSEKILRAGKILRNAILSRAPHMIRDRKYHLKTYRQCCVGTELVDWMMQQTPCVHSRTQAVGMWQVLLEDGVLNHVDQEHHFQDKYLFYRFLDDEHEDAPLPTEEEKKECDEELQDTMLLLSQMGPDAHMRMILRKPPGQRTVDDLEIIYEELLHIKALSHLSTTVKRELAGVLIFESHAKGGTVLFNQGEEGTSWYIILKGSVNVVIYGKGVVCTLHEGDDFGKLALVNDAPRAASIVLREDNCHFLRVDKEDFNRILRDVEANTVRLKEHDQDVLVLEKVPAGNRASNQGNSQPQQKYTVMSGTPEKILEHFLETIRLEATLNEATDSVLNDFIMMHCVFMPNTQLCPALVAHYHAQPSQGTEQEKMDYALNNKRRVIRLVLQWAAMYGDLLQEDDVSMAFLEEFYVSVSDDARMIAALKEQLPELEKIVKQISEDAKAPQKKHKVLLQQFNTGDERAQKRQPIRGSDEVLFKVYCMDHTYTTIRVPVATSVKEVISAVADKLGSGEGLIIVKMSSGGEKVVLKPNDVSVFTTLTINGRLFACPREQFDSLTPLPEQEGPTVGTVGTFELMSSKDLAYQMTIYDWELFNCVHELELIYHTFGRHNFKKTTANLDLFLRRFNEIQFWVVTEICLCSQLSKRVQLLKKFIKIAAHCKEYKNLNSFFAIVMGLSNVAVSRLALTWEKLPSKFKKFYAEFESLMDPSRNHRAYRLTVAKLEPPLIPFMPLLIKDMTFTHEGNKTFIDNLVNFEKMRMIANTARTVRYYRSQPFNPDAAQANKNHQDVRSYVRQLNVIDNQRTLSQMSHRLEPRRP
A549 viability – A549 cytotoxicity, counter-screen for Nrf2 inhibitors; A549 ARE-Fluc cells, CellTiter-Fluor viability, 18-24 h; Potency, µM (top dose mostly 46 µM), inactives show top-dose activity change, negative = cytotoxicity, most hits filed as inhibitors; 390,000 tested, 0.16% active; AID 504648; also: potency is read from the fitted curve at half-maximal effect; % is scaled to controls: 0 for no effect and ±100 for the full control effect
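A549 ARE_Fluc cells in 5% FBS OPTI-MEM were exposed to compounds in concentration-response for 18-24 h at 37 deg C. Viability was read by CellTiter-Fluor fluorescence (Ex 405/Em 525) after 30 min, before the luciferase read.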
TGFb SMAD3 inh – TGF-b pathway inhibition | HepG2 CAGA-GFP TGF-b/SMAD3 reporter, GFP fluorescence, 18 h; TGF-beta stimulated, 500 pg/mL final | Potency, µM (top dose mostly 46.1 µM), inactives show top-dose activity, negative = inhibition, actives largely listed as inhibitors | 410,000 tested, 1.2% active; also: potency is read from the fitted curve at half-maximal effect; % is scaled to controls: 0 for no effect and ±100 for the full control effect; nearly all actives have a fitted effect of over 65% in size
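HEPG2 CAGA-GFP cells (1000/well, DMEM with 1% FBS) were pre-incubated 2 h at 37 degrees C, given compound by pin tool, then stimulated with TGF-beta at 500 pg/mL final for 18 h before per-cell GFP fluorescence imaging.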
pAkt inh – inhibitors of Akt phosphorylation; Neuro2A IGF-stimulated pAkt S473 HTRF, 20 min; stronger effect = lower value; activity change, % for hits at 50 µM; 360,000 tested, 0.32% active; AID 651550; in the data active = activity change below about -80%; inconclusive = mostly about -51% to -80%; also: % is scaled to controls: 0 for no effect and ±100 for the full control effect
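Neuro2A cells (4,500/well, DMEM with 0.5% FBS) were treated with compound at a single 50 µM final concentration, stimulated with 6 nM IGF for 20 min at 37 °C, and lysed. Phospho-Akt Ser473 was read by HTRF as 665/615 ratio ×10^4.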
CCT modulator – modulators of cytosolic chaperonin (CCT/TRiC) activity | purified chaperonin ATPase assay, HTRF ADP detection, 30 min | activity change, % (test concentration not listed), hits read low | 360,000 tested, 0.3% active; in the data active = activity change below about -30%; also: % is scaled to controls: 0 for no effect and ±100 for the full control effect
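Nucleotide hydrolysis assay: TRiC at 20–40 nM final (set by batch activity) with 10 uM ATP, 30 min at 37 °C, in presence of 76 uM compound. Detection by competitive ADP HTRF, 30 min ambient.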
Nrf2 inh – blocks Nrf2 signaling | A549 ARE-Fluc reporter, luciferase luminescence, 18-24 h | Potency, µM (top dose mostly 46 µM), without a hit: at the top dose activity change, negative = inhibition, usual class: inhibitors | 360,000 tested, 2.1% active; also: potency is read from the fitted curve at half-maximal effect; % is scaled to controls: 0 for no effect and ±100 for the full control effect; nearly all actives have a fitted effect of over 60% in size
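Nrf2 function is reported as luminescence of an ARE-controlled luciferase in A549 cells. Compounds were tested at several concentrations, and a CellTiter-Fluor read on the same wells flagged cytotoxicity.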
Nrf2 activator – Nrf2 pathway activation. AREc32 ARE-luciferase reporter (MCF7-derived line), luminescence, 24 h. Potency, µM (series often up to 46.1 µM), for inactives: top-dose activation, hits mostly activators. 410,000 tested, 0.31% active. AID 624171; also: potency is read from the fitted curve at half-maximal effect; % of control where 0% means no effect; nearly all actives have a fitted effect of over 65% in size
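Reporter line AREc32 (ARE-Fluc), seeded overnight in OPTI-MEM with 5% FBS; compound pin-transferred, 24 hr at 37 deg C, 5% CO2; luminescent read-out.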
MmCpn inh – blocks the Methanococcus maripaludis chaperonin Mm-Cpn; purified Mm-Cpn ATPase, ADP Transcreener TR-FRET; Potency, µM (highest dose often 76.9 µM), for the others: at the highest dose activity, negative = inhibition, most hits filed as inhibitors; 330,000 tested, 0.031% active; also: potency is read from the fitted curve at half-maximal effect; % is scaled to controls: 0 for no effect and ±100 for the full control effect; nearly all actives have a fitted effect of over 80% in size
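TR-FRET (320 nm excitation; 590 and 665 nm emission) reports ADP made from 10 uM ATP by 25 nM enzyme; compounds were preincubated 10 min, reaction run 30 min, both at 37°C.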
EPAC2 agonist – activates human EPAC2 exchange factor. Q8WZA2. EPAC2 activation, biochemical qHTS; response scale: 100% = 6.5 mM cAMP response. Potency, µM (top dose mostly 154 µM), inactives show at the highest dose activation, most hits filed as activators. 360,000 tested, 0.079% active; also: potency is read from the fitted curve at half-maximal effect; nearly all actives have a fitted effect of over 50% in size
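EPAC2 (100 nM) mixed with Rap1B loaded with BODIPY-GDP (250 nM) plus 50 uM unlabeled GDP; compounds pinned in, 5 min RT, then read every 5 min for 30 min (ex 480, em 540 nm). Normalized to cAMP control.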
Numbers without * were called inactive; i = inactive; ? = inconclusive; . = not tested or not shown; [ ] = dose if it differs, or a comment. Unless noted, calls follow the shape of the dose curve; as a rule, active = well fitted curve in the direction sought with a large enough effect; inconclusive = small, poorly fitted or top-dose-only effect, or another doubt; inactive = no such curve, though single readings can be large; an effect the other way counts as inactive or inconclusive.

SMILES	EPAC2 antag	A549 viability	TGFb SMAD3 inh	pAkt inh	CCT modulator	Nrf2 inh	Nrf2 activator	MmCpn inh	EPAC2 agonist
Cc1nnsc1C(=O)N1CCCC(C(=O)c2ccc(C(F)(F)F)cc2)C1 (configuration not stated)	12%	1%	3%	i	-1.7	8%	-0.2%	-1%	-1%
O=C(C[n+]1ccccc1)N/N=C/c1cc(Br)ccc1O	6%	-4%	5%	i	-4.4	-18%	-1.0%	3%	0%
Cc1cc2cc(CNC(=S)Nc3ccc(OC(F)(F)F)cc3)ccc2n1C	3%	-21%	-31%	i	0.1	?	0.1%	?	2%
O=C(COc1ccc(Cl)cc1)N(Cc1cccs1)C1CCS(=O)(=O)C1 (configuration not stated)	-8%	-1%	9%	i	-0.6	19%	4.1%	-4%	-3%
CC(C)(C)c1ccc(COc2ccsc2C(=O)O)cc1	-24%	-3%	-21%	i	0.0	8%	3.1%	-1%	7%
COc1ccc(NS(=O)(=O)c2ccc3c(c2)CCCN3C(C)=O)cc1	2%	17%	-10%	i	0.8	7%	-0.3%	2%	11%
COc1ccc(OCCSc2nc3ccccc3n2CCC(=O)O)cc1	6%	2%	-7%	i	-0.2	?	-0.4%[9.22 µM]	-2%	8%
Cc1cccc(C2CC(c3ccccc3)=NN2c2ccc(S(N)(=O)=O)cc2)c1 (configuration not stated)	-11%	.	?	i	-2.2	.	4.0%	.	17%
O=C(CSc1nncn1-c1ccccc1)Nc1cc(F)ccc1F	-2%	1%	6%	i	0.2	13%	-0.5%	-2%	2%
CCn1c(=O)c(C(=O)CN2CCN(S(=O)(=O)c3ccccc3)CC2)c(N)n(Cc2ccccc2)c1=O	-2%	-9%	-22%	i	-1.1	-25%	-0.5%	2%	10%
Cc1cc(C(=O)Cn2nc(C(=O)O)c3ccccc3c2=O)c(C)n1CCc1ccc(F)cc1	3%	-6%	-2%	i	0.2	?	6.4%	-4%	-3%
O=C(COC(=O)c1cc([N+](=O)[O-])ccc1N1CCOCC1)NCCc1ccccc1	5%	-7%	?	i	-4.0	-22%	0.3%	-6%	0%
Cc1ccc(C)c(NC(=O)COC(=O)COc2cccc3c2OC(C)(C)C3)c1	0%	-2%	26%	i	-3.7	1%	-0.3%	1%	7%
C=CCNC(=O)c1cc(-c2ccc3c(c2)OCO3)on1	14%	?	0%	i	0.9	?	-0.5%	-3%	6%
COc1cc(/C=C/c2ccc3cccc(O)c3n2)cc(OC)c1OC	-24%	-3%	?	i	2.1	3%	?	1%	-6%
Cc1cc(Nc2ccccc2Cl)nc(-c2ccccc2O)n1	-17%	13%	-14%	i	1.3	18%	3.5%	-9%	19%
CC(CCc1ccccc1)NC(=O)Cc1ccc(Br)cc1 (configuration not stated)	-6%	-2%	11%	i	0.1	?	-0.2%	0%	-1%
COc1ccc(Cl)cc1/C=N/NC(=O)c1c(-c2ccccc2)noc1C	-14%	-7%	-10%	i	1.2	-29%	2.6%	1%	25%
Cc1ccc(OCCCC(=O)Nc2nncs2)cc1	-12%	-1%	0%	i	0.6	3%	-0.1%	0%	10%
CCN(C(=O)C(C)Cl)c1ccccc1 (configuration not stated)	5%	-11%	1%	i	1.4	-12%	-0.6%	2%	4%
CCOc1ccc(NC(=O)N2CCN(c3nc4ccccc4s3)CC2)cc1	3%	-9%	-5%	.	-2.1	?	2.6%	1%	-84%[inhibitor][15.6 µM]
CCN(Cc1ccccc1)c1ccc(/C=N/NS(=O)(=O)c2cccc([N+](=O)[O-])c2)cc1	-17%	-2%	-23%	i	0.8	-20%	0.3%	0%	3%
CCOc1ccc2nc(SCC(=O)c3ccc(O)cc3O)sc2c1	-8%	8%	5%	i	2.0	12%	6.5%	0%	9%
Cc1cc(NC(=O)c2ccccc2)nc(C)n1	-6%	0%	5%	i	1.2	-3%	?	2%	9%
CSCCC(NC(=O)OCc1ccccc1)C(=O)NCc1cccnc1 (configuration not stated)	3%	0%	1%	i	-1.6	-19%	-0.7%	-1%	7%
Carrying on:
SMILES	EPAC2 antag	A549 viability	TGFb SMAD3 inh	pAkt inh	CCT modulator	Nrf2 inh	Nrf2 activator	MmCpn inh	EPAC2 agonist
O=C(CN1C(=O)S/C(=C\c2ccccc2)C1=O)Nc1cc([N+](=O)[O-])ccc1O	-6%	-18%	?	i	-0.1	-25%	4.4%	-2%	8%
Cc1c(-c2ccccc2)nc2ccccc2c1C(=O)Nc1ccncc1	-4%	2%	-3%	i	-0.4	5%	-0.6%	?	9%
Cc1cc(-c2nc(C)c(C(=O)NNC(=O)NC(C)C)s2)no1	9%	-3%	4%	i	-2.6	2%	-0.3%	-1%	3%
O=C(COC(=O)CCc1nc2ccccc2n1-c1ccccc1)Nc1ccc(N2CCCCC2)cc1	0%	-4%	13%	i	-0.2	16%	-0.1%	1%	0%
COc1ccc(-c2cc(C(=O)Nc3cccc(C(C)=O)c3)no2)cc1	8%	-4%	15%	i	-0.1	1%	0.5%	-1%	2%
O=C(COC(=O)c1ccc(S(=O)(=O)N2CCCC2)cc1)Nc1cccc(Cl)c1	-5%	0%	-6%	i	-1.8	-5%	-0.2%	0%	3%
CCc1cc(-c2n[nH]c(C)c2Oc2ccc(C(C)C)cc2)c(O)cc1O	-10%	-8%	-10%	i	-0.5	-20%	-0.2%	-7%	-12%
CCCS(=O)(=O)N1CCCC(C(=O)N2CCN(c3ccccn3)CC2)C1 (configuration not stated)	0%	1%	2%	i	-5.6	1%	-0.4%	0%	3%
COc1ccccc1C(=O)Nc1ccc(S(=O)(=O)N2CCCCC2)cc1	0%	-5%	-5%	i	-0.6	?	-0.5%	-16%	8%
CCOc1ccccc1C(=O)Nc1nn[nH]n1	-22%	-2%	5%	i	0.5	-9%	0.1%	1%	19%
COc1cccc(/C=N/NC(=O)CCCC(=O)Nc2ccc(Br)cc2)c1	-3%	-2%	0%	i	-1.3	14%	7.3%	1%	6%
COC(=O)c1c(N)c(C#N)c2n1CCCCC2	19%	-1%[1.84 µM]	2%	i	2.1	8%	-0.5%	1%	3%
CC1(C)Cc2c(sc3ncn4nc(CCC(=O)O)c(=O)nc4c23)CO1	-6%	4%	6%	i	-1.6	9%	-0.1%	-1%	0%
O=C1N[C@@H](c2ccccc2)COC(=O)[C@H](Cc2ccc(F)cc2)CC/C=C/C[C@H]1CC(=O)N(CCO)Cc1ccccc1	-4%	?	?	i	-0.7	?	-1.0%	2%	15%
CCCCCc1nc2ccccc2c(=O)n1N	-1%	2%	10%	i	0.2	-5%	-0.1%	1%	-12%
CCOC(=O)CN(C(=O)COc1nc(-c2ccccc2)cc(C)c1C#N)c1ccccc1C	4%	-13%	2%	i	-2.6	-24%	-0.4%	-1%	13%
O=C(Cn1c(=O)c2ccccc2n(CC(=O)Nc2ccccc2F)c1=O)NCCc1ccccc1	.	3%	-9%	.	.	-16%	-1.0%	.	.
O=C1CN(C(=O)/C=C/c2ccccc2)CCN1	-3%	0%	9%	i	1.1	-16%	-0.1%	0%	0%
NS(=O)(=O)c1ccc(CNC(=O)c2ccc(NS(=O)(=O)c3ccc4[nH]c(=O)[nH]c4c3)cc2)cc1	2%	-1%	10%	i	-0.2	-12%	0.2%	-4%	8%
C/C(=C\C(=O)c1ccc(C)cc1)Nc1cccc(O)c1	-2%	-14%	-27%	.	-2.6	?	12%	1%	28%
COc1ccc(CC(=O)Nc2ccc(S(=O)(=O)Nc3nccc(C)n3)cc2)cc1	-3%	-7%	-1%	i	0.1	-26%	0.2%	-1%	3%
COc1ccc(C(=O)N2CCc3cc(OC)c(OC)cc3C2)cc1OC	-1%	-21%	0%	i	-0.3	?	-0.5%	0%	-4%
Cc1cc2c(N)cccc2nn1	1%	-1%	-2%	i	1.6	0%	-0.2%	-7%	6%
CCOc1ccc(CN(C)C(=O)CCNC(=O)c2ccco2)cc1	0%	-2%	2%	i	2.2	10%	-1.3%	2%	7%
Cc1nn(CC(C)C)c(Cl)c1C(=O)N(c1ccc(Cl)cc1F)S(C)(=O)=O	-12%	0%	?	i	0.2	?	2.4%	0%	18%

3 compounds out of the list above, arranged by the value under MmCpn inh, highest first.
SMILES	EPAC2 antag	TGFb SMAD3 inh	pAkt inh	CCT modulator	MmCpn inh
CCOc1ccccc1C(=O)Nc1nn[nH]n1	-22%	5%	i	0.5	1%
COc1ccc(C(=O)N2CCc3cc(OC)c(OC)cc3C2)cc1OC	-1%	0%	i	-0.3	0%
COc1ccccc1C(=O)Nc1ccc(S(=O)(=O)N2CCCCC2)cc1	0%	-5%	i	-0.6	-16%

Going on with the list:
SMILES	EPAC2 antag	A549 viability	TGFb SMAD3 inh	pAkt inh	CCT modulator	Nrf2 inh	Nrf2 activator	MmCpn inh	EPAC2 agonist
Cc1[nH]c2ccccc2c1C(=O)C(C)OC(=O)c1ccc(NC(=O)CC#N)cc1 (configuration not stated)	-3%	-9%	-14%	i	-0.5	-21%	2.7%	?	2%
COc1cc(/C=N/NC(=O)CCC(=O)Nc2ccc(C)cc2)ccc1O	5%	-1%	?	i	-2.7	0%	0.0%	0%	1%
CC(=O)c1c(COC(=O)c2cccc(C)c2)nc2ccccc2[n+]1[O-]	?	-7%	18%	i	-0.7	?	20%	0%	15%
Fc1ccccc1CSc1ncnc2c1oc1ccccc12	11%	.	4%	i	-2.6	?	2.9%	-7%	14%
C=CCn1c(SCC(=O)N2CCc3ccccc3C2)nc2ccccc2c1=O	-1%	-10%	-1%	i	0.3	-16%	2.1%	-11%	10%
O=C(NCCCN1CCCC1=O)c1cc(=O)c2ccccc2o1	0%	-8%	7%	i	-3.7	-1%	-0.4%	-1%	-2%
Cc1cccc2c(CC(=O)Nc3ccccc3)noc12	2%	-6%	-15%	i	1.6	1%	-0.7%	2%	6%

Screening data from PubChem.

Not all compounds are listed; the hit share may differ from the screen's.
